# MEP2-GFP yeast: modulators of TOR pathway MEP2-GFP in S. cerevisiae | S. cerevisiae MEP2-GFP strain, flow cytometry GFP, 3 h; 100% = DMSO control level | GFP response vs DMSO, % at 10 µM | 330,000 tested, 0.51% active | AID 2016;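 active means GFP response versus DMSO above a set limit, roughly screen mean plus 3 SD, cut at about 180% in these data; inconclusive means fewer than 70 cells counted for a yeast strain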;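 further: median GFP fluorescence of the barcode-gated MEP2-GFP cells per well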
# RPL19A TOR yeast: alters RPL19A-GFP fluorescence in TOR pathway yeast screen; S. cerevisiae RPL19A-GFP strain, flow cytometry, 3 h; stronger effect = lower value; 330,000 tested, 0.3% active; percent response vs DMSO, % at 10 µM;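 active means percent response vs DMSO below 50%; inconclusive means fewer than 70 events counted for the yeast strain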;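 further: median channel GFP fluorescence of the barcoded RPL19A-GFP strain; ratio of sample median GFP to plate DMSO average so 100% = DMSO; lower means less RPL19A-GFP as with rapamycin TOR inhibition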
# procasp7 counter: counter-screen: procaspase-7 (human) activation | P55210 | recombinant procaspase-7, Ac-DEVD-pNA absorbance 405 nm; D23A/D198A/D206A triple mutant, cannot self-cleave; scale: DMSO 0, 5 µM enzyme 100 | activation, % at 8.5 µM | 330,000 tested, 0.093% active;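 active means percent activation above the screen-wide mean plus 3 SD, cut at about 25% in these data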
# Target sequence (P55210 whole entry D23A/D198A/D206A): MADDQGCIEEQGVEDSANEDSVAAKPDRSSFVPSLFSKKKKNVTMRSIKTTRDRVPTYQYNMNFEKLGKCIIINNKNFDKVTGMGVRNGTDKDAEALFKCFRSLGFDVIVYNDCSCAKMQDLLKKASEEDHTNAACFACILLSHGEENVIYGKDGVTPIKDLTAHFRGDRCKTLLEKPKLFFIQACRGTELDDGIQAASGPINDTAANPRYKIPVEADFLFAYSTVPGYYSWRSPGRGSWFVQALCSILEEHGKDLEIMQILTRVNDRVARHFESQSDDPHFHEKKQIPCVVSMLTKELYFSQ
#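 Detection: p-Nitroaniline absorbance at 405 nm, read at 0 and 120 min; system: Uncleavable procaspase-7 mutant enzyme; evaluation: % activation from two-timepoint absorbance difference, scaled to controls; times: 1 h enzyme–compound preincubation and 2 h substrate reaction, both 25 °C; buffer or medium: Zinc-free HEPES pH 7.4 with 300 mM NaCl, 0.01% Triton X-100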
# AHR activator: activators of human aryl hydrocarbon receptor; P35869; AHR-responsive luciferase reporter cells, luminescence; activation, % at 5 µM; 320,000 tested, 2.5% active; AID 2796; in the data active means activation above about 47%;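 further: 0% = vehicle wells and 100% = reference agonist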
# procasp3 activ: activates human procaspase-3 | P42574 | recombinant procaspase-3 D3A, Ac-DEVD-pNA absorbance 405 nm | activation, % at 8.5 µM | 330,000 tested, 0.11% active;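 active means activation above the mean of all tested compounds plus 3 SD, cut at about 21% in these data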;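 further: 0% = DMSO alone and 100% = DMSO wells spiked with extra 5 µM PC-3 D3A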
# Target sequence (P42574 whole entry D9A/D28A/D175A): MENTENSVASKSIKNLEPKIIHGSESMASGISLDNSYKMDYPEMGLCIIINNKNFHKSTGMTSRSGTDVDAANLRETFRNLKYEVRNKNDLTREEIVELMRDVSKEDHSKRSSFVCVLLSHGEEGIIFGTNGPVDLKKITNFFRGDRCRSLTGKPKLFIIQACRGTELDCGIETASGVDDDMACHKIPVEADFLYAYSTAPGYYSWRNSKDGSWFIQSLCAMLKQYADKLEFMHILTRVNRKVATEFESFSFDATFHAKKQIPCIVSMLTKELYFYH
#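 material = Procaspase-3 D3A mutant | probe or stimulus = Ac-DEVD-pNA | compound = single dose, 8.5 µM nominal compound, 0.8% DMSO | timing = 1 h preincubation, 2 h reaction | measured by = 405 nm absorbance of p-nitroaniline, reads at 0 and 120 min | benchmarks = DMSO-only low control, 5 µM PC-3 D3A high control | repeats = singlicate, each compound tested once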
# CIT2 TOR yeast: yeast TOR pathway CIT2-GFP modulation | S. cerevisiae CIT2-GFP strain, flow cytometry, 3 h; 100 means same as DMSO wells | 320,000 tested, 0.065% active | GFP response vs DMSO, % at 10 µM;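 active means GFP response relative to DMSO above a set limit, near the screen mean plus 3 SD, cut at about 150% in these data; inconclusive means Fewer than 70 cells measured for a yeast strain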;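 further: ratio of well median GFP fluorescence to mean of DMSO wells on the plate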
# AGP1-GFP MLPCN: modulators of TOR pathway AGP1-GFP in S. cerevisiae; S. cerevisiae AGP1-GFP multiplex flow cytometry, 3 h; GFP as percent of DMSO wells; GFP response vs DMSO, % at 10 µM; 320,000 tested, 0.02% active; AID 2066;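 active means GFP response relative to DMSO above a set limit, near screen average plus 3 SD, cut at about 150% in these data; inconclusive means fewer than 70 cells counted for the yeast strain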;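 further: median GFP channel fluorescence of the gated AGP1 strain per well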
# LAP4 TOR yeast: yeast TOR pathway LAP4-GFP modulation; S. cerevisiae LAP4-GFP multiplex, flow cytometry GFP, 3 h; median GFP as percent of DMSO wells; GFP response vs DMSO, % at 10 µM; 320,000 tested, 0.34% active; AID 2023;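 active means GFP response vs DMSO above a set limit, about the screen mean plus 3 SD, cut at about 150% in these data; inconclusive means under 70 cell events counted for the yeast strain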
# * marks the source's active call; other numbers are inactive results; ? = inconclusive; . = no result given; [ ] = another dose, or the depositor's remark.
canonical_smiles	MEP2-GFP yeast	RPL19A TOR yeast	procasp7 counter	AHR activator	procasp3 activ	CIT2 TOR yeast	AGP1-GFP MLPCN	LAP4 TOR yeast
O=C(CCCCCN1C(=O)c2ccccc2C1=O)Nc1ccc(S(=O)(=O)N2CCCCC2)cc1	107	104	2	-3	-4	109	108	103
CN(/N=C\c1ccc(O)c(O)c1)c1nc(-c2ccccc2)cc(-c2ccccc2)n1	93	97	2	47	-3	86	93	109
OCc1nc2ccccc2n1CC(O)COc1ccccc1 (configuration not stated)	102	107	-3	8	1	113	120	101
O=C(Nc1cccc(C(F)(F)F)c1)Oc1ccc(Cl)c2cccnc12	99	95	1	49*	-8	113	70	202*
Cn1c(SCC(=O)N2CCCCC2)nc2cccnc21	83	106	-8	29	-8	83	90	98
O=C(/C=C/c1ccc(-c2ccc(F)cc2)o1)N1CCCC1	102	100	9	16	1	70	94	111
O=C(CSc1nnc(SCc2ccccc2)s1)N/N=C/C=C/c1ccco1	99	105	-3	1	0	100	100	93
Cc1ccc(O)c(NC(=O)c2cc([N+](=O)[O-])ccc2Cl)c1	99	101	-3	44	2	84	94	104
CCc1ccccc1NC(=O)NCc1ccccn1	101	108	-4	-2	8	105	107	100
COC(=O)c1ccccc1NC(=O)CCCn1nc([N+](=O)[O-])cc1C	96	98	3	1	2	99	102	107
Cc1ccccc1-c1cc(C(=O)NCc2ccc(OC(F)(F)F)cc2)nn1CC1CC(c2cccc([N+](=O)[O-])c2)=NO1 (configuration not stated)	96	99	-7	1	3	100	99	105
Cc1ccc2nc(-c3cccc(-c4cccc(Cl)c4)c3)c(NCc3ccccc3)n2c1	102	94	2	28	3	87	87	139
COc1ccc(C2=NOC(C(=O)O)C2)cc1 (configuration not stated)	114	100	-10	14	-4	105	103	98
CC(=O)c1cccc(NC(=O)/C(=C/c2ccco2)NC(=O)c2ccco2)c1	94	105	-12	22	3	.	95	74
CC(=O)N1c2ccc(S(=O)(=O)NCCC(=O)NCc3ccc(N(C)C)cc3)cc2CC1C (configuration not stated)	102	101	3	1	0	102	101	97
O=C(O)c1ccccc1C(=O)c1ccc2c(c1)CCC2	101	100	0	1	6	95	89	86
CC1CCCN(C(=O)COc2ccc(Nc3ccccc3)cc2)C1 (configuration not stated)	107	106	-10	-2	0	108	109	115
CCCn1c2c(c(O)c(C(=O)Nc3ccc(OCC)cc3)c1=O)CCCC2	100	94	-5	3	8	102	100	105
Cc1nc(N2CCOCC2)nc(N2CCN(c3ccccc3)CC2)c1[N+](=O)[O-]	93	96	12	0	3	89	93	92
O=C1CCc2cc(S(=O)(=O)NCc3ccc(F)cc3)cc3c2N1CCC3	100	95	1	1	-3	81	91	89
O=C(c1cccc(C(F)(F)F)c1)C1CCCN(Cc2cccn2-c2ccccn2)C1 (configuration not stated)	102	101	0	29	-4	105	102	104
O=C(CCN1C(=O)/C(=C\c2cccs2)SC1=S)NC1=NCCS1	136	98	-5	1	-12	97	96	115
COC(=O)/C(C#N)=C/c1c(N2CCN(c3cccc(Cl)c3)CC2)nc2c(C)cccn2c1=O	99	104	-16	15	-9	97	91	86
Cc1cc(NC(=O)Cn2cc([N+](=O)[O-])cn2)no1	95	96	-9	0	3	96	100	94
CCc1nc(SC)[nH]c(=O)c1C	91	96	6	0	1	94	96	86
O=C(NCCCN1CCOCC1)c1ccc(Cl)cc1Cl	99	101	6	4	-7	114	102	92
NC(=O)C(=O)N/N=C/c1c[nH]c2ccc(Br)cc12	99	99	0	18	6	83	105	112
COc1ccc(CN2C(=O)c3cccc4cccc(c34)C2=O)cc1	99	96	7	2	-1	102	107	114
COC(=O)[C@H](CC(C)C)NC(=O)Nc1ccc(S(N)(=O)=O)cc1	107	99	11	-1	8	101	102	105
CCCn1c(NC(=O)c2cccc(S(=O)(=O)N3CCCC3)c2)nc2ccccc21	101	98	13	1	-2	93	100	112

# For reference, two of the compounds above:
canonical_smiles	MEP2-GFP yeast	RPL19A TOR yeast	procasp7 counter	AHR activator	procasp3 activ	CIT2 TOR yeast	AGP1-GFP MLPCN	LAP4 TOR yeast
COC(=O)[C@H](CC(C)C)NC(=O)Nc1ccc(S(N)(=O)=O)cc1	107	99	11	-1	8	101	102	105
CCCn1c(NC(=O)c2cccc(S(=O)(=O)N3CCCC3)c2)nc2ccccc21	101	98	13	1	-2	93	100	112

# Later entries
canonical_smiles	MEP2-GFP yeast	RPL19A TOR yeast	procasp7 counter	AHR activator	procasp3 activ	CIT2 TOR yeast	AGP1-GFP MLPCN	LAP4 TOR yeast
N=C1C(c2nc(-c3ccc(Br)cc3)cs2)=C(O)CN1NC(=O)c1ccc([N+](=O)[O-])cc1	102	102	2	4	14	.	104	99
Cc1ccccc1OCc1nc(-c2ccccc2)no1	97	101	-4	8	-2	98	96	107
Cc1ccc(OCC(=O)NC(C)c2ccc(Cl)c(Cl)c2)c([N+](=O)[O-])n1 (configuration not stated)	83	91	-4	2	8	87	94	109
CCOc1ccc(N2C(=O)CC(N(Cc3ccco3)C(C)=O)C2=O)cc1 (configuration not stated)	109	105	-3	-1	-5	107	99	87
Cc1ccc(NC(=O)CNc2ccc(OC(C)C)cc2)cc1	100	98	2	1	-1	94	97	101
O=S(=O)(NC(=S)c1ccccc1)c1ccccc1	105	106	-19	6	-8	105	113	106
CCCCC[n+]1ccn(C2=C([O-])c3ccccc3C(=O)/C2=N\S(=O)(=O)c2ccc(Br)cc2)c1	100	102	10	9	-1	93	98	92
COc1cc(NC(=S)Nc2ccc(OC(F)F)cc2)cc(OC)c1	107	92	-8	7	-13	95	89	83
CCC(=O)Nc1ccc(C(=O)Nc2cc(C)on2)cc1	98	102	-10	8	-7	99	102	96
Cc1nc(Oc2ccccc2)c2oc3ccccc3c2n1	430*[may fluoresce violet]	57[may fluoresce violet]	-3	5	2	?	?	112[may fluoresce violet]
COc1ccc(/C=N/NC(=O)c2cc[n+]([O-])cc2)cc1O	103	105	0	-1	-3	124	103	81
COc1ccccc1N1CCN(C(=O)c2ccc(S(=O)(=O)N3CCCC3)cc2)CC1	?	?	7	1	1	109[may fluoresce red]	?	?
OC(CNC1CCCc2ccccc21)COc1c(Cl)cccc1Cl (configuration not stated)	107	102	0	-2	-6	104	106	95
Cc1ccc(S(=O)(=O)N2[C@@H](c3ccccc3)C(C(=O)O)=CC[C@H]2c2cccc(C)c2)cc1	89	94	4	0	-2	104	84	125
O=C(Nc1cnc2ccccn2c1=O)c1ccc(F)cc1	123	92	3	3	-3	90	94	105
COc1cc2c(C)nc3onc(-c4ccccc4)c3c2cc1OC	97	101	4	71*	-9	96	96	107
COc1ccc(-c2cc(C(=O)NCc3cccs3)no2)cc1	99	96	3	15	-4	91	98	107
Cc1cc(C)n(CC(=O)NN)n1	101	109	3	3	-5	115	99	102
CN(C)c1nc(N)c([N+](=O)[O-])c(NCCO)n1	103	100	-1	-2	6	97	102	96
COc1ccc(C(CNC(=O)c2ccc(Cl)c(S(=O)(=O)N3CCCC3)c2)N2CCCC2)cc1 (configuration not stated)	96	96	-1	1	2	103	95	91
COc1ccc(S(=O)(=O)N2CCCOC2CNC(=O)C(=O)NCc2ccccn2)cc1 (configuration not stated)	99	97	-5	0	3	95	104	104
COc1ccc2c(c1OC)C(=O)NC(C)=C(C(=O)OC(C)(C)C)C2O (configuration not stated)	98	93	5	-1	0	92	89	95
CCOC(=O)C1=C(COC(=O)/C=C/c2ccc(Cl)cc2)NC(=O)NC1C (configuration not stated)	99	101	3	-2	6	112	107	106
CC(C)(C)[C@@H]1CCC(=O)N(CC[C@H](Sc2ccccc2)c2ccccc2)CC1	94	91	-14	8	-3	89	86	95
O=C1CCCCC1C(Nc1ccc(Br)cc1)c1ccccc1 (configuration not stated)	94	96	7	2	-1	95	96	116
Cc1ccc(-n2c(C)cc(/C=N/NC(=O)CN(c3ccc(C)cc3C)S(C)(=O)=O)c2C)cc1	93	92	-2	11	-4	81	97	90
COC(=O)CSc1nc2ccccc2c(=O)n1Cc1ccccc1	110	96	-3	2	1	94	99	101
CCCc1cc(C(=O)NNC(=S)NCC2CCCO2)cs1 (configuration not stated)	104	102	8	5	5	101	102	101
Cc1ccc(NC(=S)N2CCC(C(N)=O)(N3CCCCC3)CC2)c(C)c1	98	105	0	0	1	103	96	83
Cc1ccc(C)c(NC(=O)CCN2C(=O)c3ccccc3C2=O)c1	97	101	.	.	.	94	92	82
CC12CC3(C)CC(C)(C1)CC(C(=O)NCc1ccccn1)(C2)C3	105	98	-7	6	3	105	100	97
CCOc1ccc(-n2c(SCC(N)=O)nnc2-c2cccnc2)cc1	107	102	-2	0	2	110	113	111
O=C(Nc1ccncc1)Nc1ccncc1	97	98	6	1	5	101	100	92
Cc1cccc(NC(=O)Nc2ccc(C)cc2Br)c1	106	103	-2	-1	-8	103	102	98
CCOC(=O)N1CCN(C(=O)c2ccc(CS(=O)(=O)c3ccccc3OC)o2)CC1	102	102	8	2	3	113	94	80
CN(C)S(=O)(=O)c1cccc(NC(=O)c2ccc(S(=O)(=O)N3CCCCC3)cc2)c1	102	101	4	1	-1	101	114	112
Cn1c(=O)oc2cc(S(=O)(=O)NC3CCCc4ccccc43)ccc21 (configuration not stated)	110	94	5	6	0	97	97	104
CCCCc1nc2c(C)c(N)cnc2n1Cc1cccc([N+](=O)[O-])c1	101	102	11	1	-2	103	102	96
CC(OC(=O)Cc1c(F)cccc1Cl)C(=O)NC1(C#N)CCCCC1 (configuration not stated)	99	94	10	-1	13	95	101	98
O=C(C[n+]1ccc2ccccc2c1)c1cccc2ccccc12	97	107	-3	38	1	103	103	98
O=S(Cc1ccc(Cl)cc1)CC(O)COCc1ccc(Cl)cc1 (configuration not stated)	110	99	5	0	2	103	104	111
CCOC(=O)C1CCN(C(=O)c2sccc2Cl)CC1	108	103	4	7	-7	93	94	102
CCOC(=O)N1CCC(NC(=O)Cn2cccc2C(=O)c2ccccc2C)CC1	99	95	7	0	2	100	94	90
COc1ccc(S(=O)(=O)N2CCCCCC2)cc1NC(=O)c1ccccc1S(C)(=O)=O	96	95	2	-1	6	97	97	97
CC(C)(C)C(=O)COC(=O)C1=NN(c2ccccc2)C(=O)CC1	104	105	5	0	-2	105	100	94
CN1CC(=O)NC1=NC(=O)C12CC3CC(CC(C3)C1)C2	99	93	1	1	-2	79	89	229*
COc1cccc(C(=O)Nc2nc(SCc3ccc(Cl)cc3)n[nH]2)c1	107	110	3	-2	0	100	112	110
CN(C)C(CNC(=O)c1cccc(C(F)(F)F)c1)c1ccco1 (configuration not stated)	104	102	9	7	6	120	106	103
O=C(Nc1cccc(-c2nc3ccccc3[nH]2)c1)c1ccco1	99	99	-7	51*	-12	98	99	99
